Source: PubChem BioAssay
S1P3 antag – S1P3 (human) receptor antagonism | inhibition, % at 4.98 µM | CHO S1P3 NFAT-BLA reporter, FRET fluorescence, antagonist mode | 170,000 tested, 0.27% active | Q99500;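 active = inhibition above the plate cutoff, the mean inhibition of test wells on that plate plus 3 SD, cut at about 28% in these data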;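 note: cells challenged with S1P at its EC80 of 0.8 µM; blue over green emission ratio from cleaved BLA substrate after 4 h stimulation; 0% = S1P-stimulated wells and 100% = unstimulated DMSO-only wells; some compounds past the cut are filed as inactive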
Target sequence (Q99500 whole entry, looked up): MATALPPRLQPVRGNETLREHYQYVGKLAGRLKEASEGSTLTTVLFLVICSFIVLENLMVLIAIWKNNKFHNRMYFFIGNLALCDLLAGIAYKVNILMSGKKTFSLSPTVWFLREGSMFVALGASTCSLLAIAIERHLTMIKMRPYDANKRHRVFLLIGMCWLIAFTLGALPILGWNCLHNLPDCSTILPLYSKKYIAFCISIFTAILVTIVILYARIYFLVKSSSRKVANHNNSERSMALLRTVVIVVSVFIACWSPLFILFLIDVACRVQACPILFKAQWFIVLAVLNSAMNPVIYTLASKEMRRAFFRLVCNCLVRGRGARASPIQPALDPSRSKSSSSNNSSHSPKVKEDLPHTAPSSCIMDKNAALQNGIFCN
Active calls of the source: *. This is a subset, so the mix of outcomes need not match the whole.

S1P3 antag | SMILES
3 | COc1cccc(NC(=O)COC(=O)CC(NC(N)=O)c2ccc(Cl)cc2)c1 (stereo not drawn)
3 | C=C(C)CSc1nc2c(c(=O)[nH]c(=O)n2C)n1Cc1ccccc1
2 | Cc1[nH]n(-c2ccccc2)c(=O)c1N=Nc1ccccc1C(=O)N1CCCCC1
-4 | O=C1c2cccc(Sc3ccccc3)c2C(=O)c2c(Sc3ccccc3)cccc21
4 | COc1ccc(/C=C/C(=O)c2cc(Cl)ccc2O)c(OC)c1
-11 | O=c1[nH]cc(O)c(=O)[nH]1
15 | COc1cccc(/C=N/NC(=O)c2ccc3nc[nH]c3c2)c1O
-5 | Cc1ccc(C)n1-c1cc([N+](=O)[O-])ccc1-n1ccnc1
3 | O=C(CSc1nnc(-c2ccncc2)n1CCc1ccccc1)N1CCCC1
-6 | O=C(/C=C/c1ccccn1)c1cc(Cl)cc(Cl)c1O
3 | CCN(CC)S(=O)(=O)c1cccc(NN=c2c(=O)c3ccccc3c2=O)c1
-7 | Nc1ccc(S(=O)(=O)NC2=NCCCCC2)cc1
-9 | CCOc1ccc(/C=C(/NC(=O)c2ccc(Cl)cc2)C(=O)O)cc1OCC
4 | O=c1c2[nH]c3cccc(Cl)c3c2ncn1CC1CCCO1 (stereo not drawn)
13 | Cc1cc(O)c(-c2cc(O)c(C)cc2O)cc1O
-8 | COC(=O)C1=C(N)OC2=C(C(=O)CCC2)C1c1ccccc1OC (stereo not drawn)
4 | Cc1ccc(CN2CCN(/N=C/c3ccc(N(C)C)cc3)CC2)cc1
6 | COc1ccc(C2c3ccsc3CCN2C(=O)C(C)(C)C)cc1 (stereo not drawn)
23 | COc1ccccc1NC(=O)Cn1c(C)cc(=O)c2cccc(OC)c21
-5 | O=C(CSc1cccc[n+]1[O-])NN(c1ccccc1)c1ccccc1
28 | CN(C)CCCN1C(=O)C(O)=C(C(=O)c2cccs2)C1c1ccccn1 (stereo not drawn)
16 | CN(C)C(=O)C#Cc1ccccc1
-7 | Nn1c(SCc2c(F)cccc2F)nnc1-c1ccccn1
-14 | Cc1ccc(S(=O)(=O)N(C)C)cc1NC(=O)Nc1ccccc1F
13 | CCOC(=O)C(=O)NN=C(c1ccccc1)c1ccccc1
-8 | CCOC(=O)c1c(C)noc1-c1ccco1
-7 | Cc1cc(/C=C2\NC(=S)NC2=O)c(C)n1-c1cccnc1
4 | CCOc1ccc(/C=N/Nc2cc(C)nc(N3CCOCC3)n2)cc1
-4 | COc1ccc(/C(O)=C2/C(=O)C(=O)N(c3ncccn3)C2c2ccc(F)cc2)cc1 (stereo not drawn)
-3 | Cc1cccc(-n2c(O)c(C=Nc3cccc(O)c3)c3ccccc3c2=O)n1

Ordered by value in S1P3 antag (highest first): 7 of the compounds above.
SMILES | S1P3 antag
CN(C)C(=O)C#Cc1ccccc1 | 16
CCOC(=O)C(=O)NN=C(c1ccccc1)c1ccccc1 | 13
CCOc1ccc(/C=N/Nc2cc(C)nc(N3CCOCC3)n2)cc1 | 4
Cc1cccc(-n2c(O)c(C=Nc3cccc(O)c3)c3ccccc3c2=O)n1 | -3
COc1ccc(/C(O)=C2/C(=O)C(=O)N(c3ncccn3)C2c2ccc(F)cc2)cc1 (stereo not drawn) | -4
Nn1c(SCc2c(F)cccc2F)nnc1-c1ccccn1 | -7
Cc1ccc(S(=O)(=O)N(C)C)cc1NC(=O)Nc1ccccc1F | -14

(next part)
S1P3 antag | SMILES
-6 | CC(C)(C)c1cc(C(=O)NCc2cc(F)cc3c2OCOC3)n(Cc2ccccc2)n1
-1 | Cc1cc(NC(=O)c2coc(=O)c(Br)c2)ccc1C(C)C
-1 | CC(=O)c1nnn(-c2ccccc2C#N)c1C
-6 | Cc1ccc(NCC(=O)N/N=C\c2ccc[nH]2)cc1
-19 | O=c1c2ccccc2cnn1Cc1n[nH]c(=S)n1-c1ccccc1F
0 | O=C(CSc1ncccc1C(=O)O)NC1CCCCCCC1
-7 | CCOC(=O)C(=CNc1ccc2c(c1)c1ccccc1n2CC)C(=O)OCC
-2 | NS(=O)(=O)c1ccc(CCNCC(=O)NC2CC2)cc1
1 | N#Cc1ccc(/C=C/C(=O)c2ccccc2)cc1
-24 | CCOC(=O)C1=C(C)NC2=C(C(=O)CC(C)(C)C2)C1c1ccc(O)c(OCC)c1 (stereo not drawn)
-4 | COc1nc2c(c(-c3cc(Br)cs3)c1C#N)Cc1ccccc1-2
8 | Cc1ccc(CNC(=O)c2cccnc2Sc2cccc(Cl)c2)cc1
-9 | Cc1ccc(CCNC(=O)c2cc(C)nn2-c2ccccc2)cc1
-12 | COc1ccc(F)cc1CN1CCN(c2ncnc3scc(-c4ccccc4)c23)CC1
-7 | O=C(CSc1ncn[nH]1)N1CCCCC1
-24 | COc1ccc(N/C(=N/c2nc(C)cc(C)n2)NC(=O)c2ccccc2)cc1
-18 | CCOCCCNC1=C(Cl)C(=O)c2ccccc2C1=O
-15 | CSc1nccc(-c2sc(SC)c(C#N)c2-c2ccccc2)n1
1 | O=C(N/N=C/c1cccc2nccnc12)c1ccccc1O
0 | O=C(Nc1ccccc1)NC1CCN(Cc2c(F)cccc2Cl)CC1
6 | O=C(NCc1ccco1)c1ccc(-c2csnn2)cc1
6 | CCOc1ccc(CC(=O)NNC(=O)/C=C/C(=O)O)cc1
-5 | CCOC(=O)N1CCN(Cc2c(O)ccc3ccccc23)CC1
-3 | O=Cc1c(SCCO)nc2ccccn2c1=O
2 | CC(=O)Nc1ccc(CN2CCCC(CO)(Cc3cccc(Cl)c3)C2)cc1 (stereo not drawn)
5 | O=C1CSC(c2cccnc2)N1Cc1cccnc1 (stereo not drawn)
-12 | O=C(NCc1ccccn1)c1n[nH]c(=O)c2ccccc12
-13 | c1coc(CN2CNc3nc4ccccc4n3C2)c1
-4 | COC(=O)c1sc(SC)c(-c2ccon2)c1C
-10 | S=c1[nH]nc(-c2ccco2)n1/N=C/c1cccc(Cl)c1
0 | COc1cccc(C2CCCCN(C)C2=O)c1 (stereo not drawn)
0 | CC(C)CC(=O)N=C1SC2CS(=O)(=O)CC2N1Cc1ccccc1Cl (stereo not drawn)
-13 | CCOC(=O)Cn1nc2sc3ccccc3n2c(=O)c1=O
5 | CC(=O)Nc1nc(C)c(Oc2ccc(C)cc2)c(=O)[nH]1
30* | Cc1ccc(C)c(S(=O)(=O)N/N=C/c2ccc(N3CCOCC3)cc2)c1
-1 | Cc1c2cnn(-c3ccccc3)c(=O)c2c(C)n1CCCC(=O)N1CCN(C2CCCCC2)CC1
-16 | O=S(=O)(Nc1nc2ccccc2nc1NCC1CCCO1)c1ccccc1 (stereo not drawn)
-6 | CC1CN(c2ccc(S(=O)(=O)N3CCCC3)cn2)CC(C)O1 (stereo not drawn)
-5 | Cc1cccc(-c2ncc(S(=O)(=O)C(C)(C)C)c(N)n2)c1
14 | COc1ccc(/C=N/NC(=O)CCn2cnc3ccccc32)cc1

Reprinted at random: 3 entries already listed
S1P3 antag | SMILES
30* | Cc1ccc(C)c(S(=O)(=O)N/N=C/c2ccc(N3CCOCC3)cc2)c1
-16 | O=S(=O)(Nc1nc2ccccc2nc1NCC1CCCO1)c1ccccc1 (stereo not drawn)
5 | CC(=O)Nc1nc(C)c(Oc2ccc(C)cc2)c(=O)[nH]1

Following part.
S1P3 antag | SMILES
4 | CCCN(CCC)C(=O)Nc1ccc(F)cc1F
-9 | CCN(CC)S(=O)(=O)c1ccc(N2CCCC2)c(NC(=O)c2ccccc2OC)c1
-5 | O=C(c1sccc1Br)N1CCN(Cc2ccc3c(c2)OCO3)CC1
-6 | COc1ccc(/C=N/NC(=S)Nc2ccccc2)cc1COc1ccc(Br)cc1
-8 | CSc1ccc(CN(C)Cc2nc3ccccc3c(=O)[nH]2)cc1
1 | C=CCOC(=O)C1=C(C)NC(C)=C(C(=O)OCC=C)C1c1ccc(C)o1
-3 | Cc1cc(C)nc(SCC(N)=O)n1
-7 | c1ccc(-c2nn3c(-c4ccncc4)nnc3s2)nc1
-9 | O=C(COC(=O)c1c[nH]c(=O)[nH]c1=O)Nc1ccccc1Br
12 | O=C(N/N=C/c1ccccn1)c1cccc(S(=O)(=O)N2CCCC2)c1

Sorted by formula weight (rising): some entries from above.
S1P3 antag | SMILES
-1 | CC(=O)c1nnn(-c2ccccc2C#N)c1C
-7 | Nc1ccc(S(=O)(=O)NC2=NCCCCC2)cc1
-6 | COc1ccc(/C=N/NC(=S)Nc2ccccc2)cc1COc1ccc(Br)cc1

(continued)
S1P3 antag | SMILES
-1 | O=C(c1nc2ccccn2c1CNCCn1ccc2ccccc21)N1CCOCC1
9 | Cc1c(Cl)cccc1NC(=O)CC(NCCN1CCOCC1)C(=O)O (stereo not drawn)
-5 | NC(=O)CCCc1nc(-c2ccccc2)no1
6 | Cc1c(O)ccc2c(O)c(NC(=O)c3ccc4c(c3)CCC(C)(C)O4)c(=O)oc12
-8 | Cc1ccc(/C=C2\CC(C)CC3=C2NC(=S)NC3c2ccc(C)cc2)cc1 (stereo not drawn)
-18 | Clc1ccc(C2=NN(c3ccccc3)C(c3ccco3)C2)cc1 (stereo not drawn)
5 | CCC(=O)N(CCC(c1ccc(C)cc1)c1ccco1)Cc1ccco1 (stereo not drawn)
1 | CC1=NN(c2cccc(Cl)c2)C(=O)C1
-17 | CC(C)c1ccc(/C=N/NC(=O)c2cc(-c3cccc([N+](=O)[O-])c3)n[nH]2)cc1
-1 | CNn1cnc2ccsc2c1=O
-7 | CC(C)C(=O)NC(=S)Nc1c(Cl)ccc2nsnc12
-23 | COC(=O)N/N=C/c1cc(Cl)c(OCc2ccccc2F)c(OC)c1
-57 | O=C(CCN1CCN(CCC(=O)c2ccccc2)CC1)c1ccccc1
-6 | O=C(Nc1ccc(S(=O)(=O)Nc2nccs2)cc1)c1cc(=O)[nH]c2ccccc12
-5 | COC(=O)n1c(=O)oc2ccc(S(=O)(=O)N3CCCCC3)cc21
-9 | CCOC(=O)C1C(c2ccc(OC)c(OC)c2)c2c([nH][nH]c2=O)CC1(C)O (stereo not drawn)
-11 | CC(=O)Cc1cc2cc([N+](=O)[O-])ccc2oc1=O
-8 | O=C(Nc1cccnc1)c1ccc(NS(=O)(=O)c2cc([N+](=O)[O-])ccc2Cl)cc1
-1 | CC1=NCCN1CCNC(=O)Nc1ccc(F)cc1
2 | CCCOc1ccccc1/C=C(\C#N)C(=O)Nc1cccnc1
27 | COc1cc(-c2cc3nc4ccccc4n3c(N)c2C#N)cc(OC)c1OC
6 | COc1cc(/C=N/Nc2nc3ccccc3s2)ccc1O
-7 | COc1ccc(-c2nn(-c3ccccc3)cc2C(=O)NC(=S)Nc2cc(Cl)ccc2Cl)cc1
0 | CCN(CC)S(=O)(=O)c1cccc(NC2=NCCCCC2)c1
-1 | Cc1nc(C)c(Oc2cccc(C(F)(F)F)c2)c(=O)[nH]1
-8 | COc1ccc(/C=N/NC(=S)N[C@H]2CC3CCC2C3)cc1 (stereo partly drawn)
-6 | COc1ccc(N=Nc2ccc(O)c(P(=O)(c3ccccc3)c3ccccc3)c2)cc1
4 | Oc1ccc(/C=N/Nc2nc(-c3ccccc3F)nc3ccccc23)c(O)c1
-6 | Cn1c(=O)c([N+](=O)[O-])c(N2CCSCC2)c2ccccc21
0 | COc1cc(/C(C)=N/NC(=O)CN2CCN(S(=O)(=O)c3ccc(C)cc3)CC2)ccc1O
-25 | CCn1c(SCC(=O)OC)nnc1-c1ccc(C)cc1
-11 | Cc1ccc(NC(=O)/C(C#N)=N/Nc2ccc(C(=O)O)cc2)c(C)c1
-6 | O=C1C(Cc2ccc(O)cc2)NC(=S)N1Cc1ccccc1 (stereo not drawn)
-14 | O=C(O)CCCN1C(=O)/C(=C/C=C/c2ccco2)SC1=S
-11 | Nc1nc(-c2ccc(Cl)cc2)nc(-c2ccc(Cl)cc2)n1
-1 | O=C(O)CC1(CC(=O)NCc2ccncc2)CCCCC1
-14 | CS/C(N)=N/N=C/c1ccc2c(c1)OCO2
-8 | CN1CCC(NC(=O)Nc2ccc(Br)cc2)CC1
-14 | CC(C)c1cc(CNC(=O)CCc2nnc(CCCCc3ccccc3)o2)on1
11 | OCCCNc1ncnc2c1[nH]c1ccccc12
-17 | CN(C)c1c(F)cc(-c2nn[nH]n2)cc1F
16 | COc1ccc(S(=O)(=O)N2CCCCC2)cc1NCC(=O)Nc1ccc(C)cc1
-11 | CCN1CCCC1CNCC(=O)Nc1ccc(OC(F)(F)F)cc1 (stereo not drawn)
-16 | CNNC(=S)NC1CC2CC1C1C=CCC21 (stereo not drawn)
-6 | CCC(C)[C@H](NC(=O)Nc1ccc(S(N)(=O)=O)cc1)C(=O)OC (stereo partly drawn)
-11 | CC(=O)c1cccc(NC(=O)CN(C)Cc2ccc(OC(F)F)cc2)c1
10 | O=Nc1ccc(O)c2ncccc12
-13 | CCOC(=O)c1cc2c(=O)n3cccc(C)c3nc2n(CCc2ccc(OC)c(OC)c2)c1=N
7 | N/C(=N\c1nc(CSc2nc3ccccc3s2)cc(=O)[nH]1)Nc1ccc(F)cc1
-19 | CC(=O)O/N=C/c1c(NCc2ccccc2)nc2c(C)cccn2c1=O

Continuation:
S1P3 antag | SMILES
16 | COc1ccc(NC(=S)NNc2ccc(S(=O)(=O)Nc3ccccc3C(=O)O)cc2[N+](=O)[O-])cc1
10 | O=C(CCC(=O)N1CCN(c2ccc(O)cc2)CC1)c1ccc(Br)cc1
-5 | CCCC12CN3CC(C)(CN(C1)C3c1cccs1)C2=O (stereo not drawn)
3 | CC1=NN(c2ccccc2)C(=O)C1C=Nc1ccccc1O (stereo not drawn)
-4 | CCc1ccc(OCCCC(=O)Nc2cccc(C(=O)O)c2)cc1
-14 | COc1ccc(C(=O)N/N=C(\C)CC(=O)Nc2ccc(Cl)cn2)cc1
-2 | COc1ccc(N/C=C2\C(=O)c3c(sc(C)c3C)N(C)S2(=O)=O)cc1
-12 | O=C(O)c1c(N2CCCCC2)ccc([N+](=O)[O-])c1N1CCCCC1
2 | CC1CCN(c2c(NCc3ccc(C(=O)N(C)C4CCCCC4)cc3)c(=O)c2=O)CC1
